ARNT-TACC3 inh: disruptors of ARNT/TACC3 protein interaction, primary screen, biochemical, AlphaScreen, single concentration | Transforming acidic coiled-coil-containing protein 3 (Homo sapiens), Q9Y6A5 | AlphaScreen His-ARNT PAS-B/GST-TACC3 binding, luminescence; TACC3 fragment carries E629A point mutation | inhibition, % at 9.99 µM | hit rate 0.66% among 390,000;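 active = mean inhibition of replicates at least 50% and at least half of replicates each reaching 50%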;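 note: 0% = complete ARNT plus TACC3 wells and 100% = ARNT alone without TACC3; many hits fall short of the cut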
miR-122 sensor: miR-122 Renilla sensor signal increase in Huh7, primary screen, miR-122 inhibitor project, cell-based, single point, plate reader; activation (reporter increase), % at 12.5 µM; Huh7 miR-122 Renilla luciferase sensor, 48 h; neutral wells = 0, positive control = 100; hit rate 0.3% among 340,000; AID 602342, 2012;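 active = mean replicate activation score at least 90 and every replicate individually at or above 90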;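 note: higher luciferase means less miR-122 activity so hits act as miR-122 inhibitors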
ERp5 block: inhibitors of ERp5-driven insulin aggregation, primary screen, biochemical, turbidity, absorbance 650 nm, single point; inhibition, % at 9.99 µM; Protein disulfide-isomerase A6 (Homo sapiens), Q15084; hit rate 0.05% among 350,000; AID 651711, 2012; 90 min;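 active = mean replicate inhibition above about 25%, with every replicate also reaching it, limit read from the data, passing the limit was not always enough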
Target sequence (Q15084 whole entry, looked up): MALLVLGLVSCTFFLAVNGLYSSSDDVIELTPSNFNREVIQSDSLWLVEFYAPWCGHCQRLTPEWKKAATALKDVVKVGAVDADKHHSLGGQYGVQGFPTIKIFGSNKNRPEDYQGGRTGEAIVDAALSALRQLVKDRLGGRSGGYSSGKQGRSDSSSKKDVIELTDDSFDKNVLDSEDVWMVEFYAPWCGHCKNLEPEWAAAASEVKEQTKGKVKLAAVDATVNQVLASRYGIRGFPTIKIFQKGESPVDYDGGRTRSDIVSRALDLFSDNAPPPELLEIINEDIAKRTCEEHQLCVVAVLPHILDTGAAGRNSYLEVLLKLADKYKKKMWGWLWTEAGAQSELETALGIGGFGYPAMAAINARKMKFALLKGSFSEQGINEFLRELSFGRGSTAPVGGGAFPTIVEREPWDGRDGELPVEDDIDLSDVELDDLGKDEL
Cneo AK release: Cryptococcus neoformans cell lysis inducers, primary screen, AK release luminescence, single concentration | C. neoformans lysis, adenylate kinase release luminescence, 4 h; normalised: neutral wells 0, clomiphene wells 100 | lysis activity, % at 15 µM | hit rate 0.2% among 360,000 | AID 651654, 2012;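 active = mean lysis activity across replicates of at least 80%, whatever share of replicates individually reach that level; inactive = mean lysis activity below 80%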
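Test system: log-phase Cryptococcus neoformans yeast cells; Quantity: yeast cell density of 5 × 10^6 cells/mL; Buffer or medium: YPD; Doses: single compound concentration per well; Timing: 4 h at 37 °C static, read 1 h later; Measured by: AK luminescence; Read-out basis: lysis from increased AK signal; Control set: Clomiphene as positive control.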
esBAF inh: Bmi1 luciferase reporter increase in mESCs, primary screen, esBAF inhibitor project, mouse ES cells, Bmi1 luciferase knock-in, single point; 24 h; 100% = twice the neutral-well signal; reporter increase, % at 12.5 µM; hit rate 2% among 350,000; AID 602393, 2012; in the data active = activation above about 40%;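 note: 0% = median of the plate's neutral control wells and 100% = double that signal; a rise in the Bmi1 reporter signal indicates esBAF inhibition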
Statin myotox sup: suppressors of statin myotoxicity in C2C12 myotubes, primary screen, cell-based, single point, plate reader. AID 602340, 2012. C2C12 myotubes + simvastatin, ATP luminescence, 48 h; scaled: DMSO 0, geranylgeraniol control 100. hit rate 0.78% among 330,000. rescue of ATP level, % at 7.49 µM;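 active = mean ATP rescue above about 67%, or every replicate alone reaching that limit, limit read from the data, passing the limit was not always enough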;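 note: myotubes were challenged with 10 µM simvastatin during compound exposure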
SIRT5 block: SIRT5 desuccinylase inhibitors, primary screen, biochemical, fluorescence imaging, single point, set 5; Purified SirT5, succinyl-peptide AMC, trypsin-coupled fluorescence; inhibition, % at 15 µM; hit rate 1.1% among 330,000; NAD-dependent protein deacylase sirtuin-5, mitochondrial (Homo sapiens), Q9NXA8; in the data active = inhibition above about 15%
Target sequence (Q9NXA8 whole entry, looked up): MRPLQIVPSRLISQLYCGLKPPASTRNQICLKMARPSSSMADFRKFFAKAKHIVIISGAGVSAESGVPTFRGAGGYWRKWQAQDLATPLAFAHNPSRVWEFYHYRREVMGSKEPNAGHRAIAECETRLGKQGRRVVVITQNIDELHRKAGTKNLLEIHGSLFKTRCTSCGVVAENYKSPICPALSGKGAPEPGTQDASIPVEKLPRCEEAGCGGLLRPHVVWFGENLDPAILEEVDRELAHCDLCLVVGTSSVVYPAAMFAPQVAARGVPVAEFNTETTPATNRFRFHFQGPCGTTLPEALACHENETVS
Numbers without * were called inactive; nt = no result given; & = joins results of further samples; [ ] = dose if it differs, or a comment.

SMILES	ARNT-TACC3 inh	miR-122 sensor	ERp5 block	Cneo AK release	esBAF inh	Statin myotox sup	SIRT5 block
CC(=O)c1ccc(S(=O)(=O)N2CCN(C(=O)CCC3CCCC3)CC2)cc1	-3	3	2	4	-2	0	2
COc1cc2c(cc1OC)C(COc1ccc(F)cc1)NCC2 (stereo not drawn)	2	11	8	-2	0	4	-5
CCC(=O)Nc1ccc2c(c1)OC[C@@H](C)N(C(=O)c1cccnc1)C[C@H](C)[C@@H](OC)CN(C)C2=O	-12	nt	-1	3	-3	-16	2
CCOC(=O)c1nc(Nc2ccc(C(=O)OC)cc2)c2ccccc2n1	6	nt	nt	1	3	0	nt
Nc1nc2c(ncn2C2C[C@H](O)[C@@H](CO)O2)c(=O)[nH]1 (stereo partly drawn)	-2	-2	3	0	1	0	-3
Cc1ccc(SCCC(=O)NC(C)C)cc1	-5	-1	nt	1	8	2	nt
O=C1CSc2ccc(C(=O)NCCC3=CCCCC3)cc2N1	5	-4	nt	-1	50*	-21	nt
CCn1c(Cc2ccccc2)nnc1SCC(=O)Nc1nc2ccccc2s1	-4	-4	nt	2	6	-5	nt
NC(=O)Oc1cccc(OC(N)=O)c1	7	-2	2	3	-8	2	-1
CO/N=C/c1ccc(N2CCN(C(=O)c3cccc(Cl)c3)CC2)c([N+](=O)[O-])c1	24	-12	nt	-1	-6	-5	nt
O=C(COc1cccc2c1CCN(Cc1ccc(Br)cc1)C2=O)N1CCOCC1	-2	nt	0	nt	nt	nt	1
COc1cccc(CN2CC(C(=O)N(C)CCCC3CCCC3)CCC2=O)c1 (stereo not drawn)	1	-5	3	-1	6	0	-7
O=C(NCc1ccccc1)C1CCCN(c2nc3ccsc3c(=O)s2)C1 (stereo not drawn)	-1	0	-6	nt	-6	1	-2
Cc1cccc(NC(=O)CCNC(=O)c2ccc(Br)cc2)c1C	-2	-7	3	0	1	-11	-3
O=C(CN1CCCCC1)N1CCCc2c1c(=O)oc1ccc(OCc3ccccc3)cc21	18	-2	nt	7	-12	-44	nt
CN(CC(=O)Nc1ccccc1Br)C(=O)c1cc(Cl)nc2ccccc12	-5	nt	-1	1	-4	-1	-1
Cc1cc(C)nc(NS(=O)(=O)c2ccc(NC(=O)CSc3ncn[nH]3)cc2)n1	-5	0	-4	nt	nt	nt	-2
O=C(Nc1cc(C(F)(F)F)ccc1F)C1Cc2c(-c3ccccc3Oc3ccccc3)ccnc2O1 (stereo not drawn)	nt	-2	2	3	-1	1	nt
CC(=O)c1ccc(NC(=O)COC(=O)c2ccccc2Nc2ccccc2)cc1	1	0	nt	5	2	9	nt
CCOC(=O)C1CCCN(Cc2cn(C)nc2-c2ccc3c(c2)OCCO3)C1 (stereo not drawn)	-4	nt	3	nt	nt	nt	0
CCn1c(COc2cccc(C)c2)nnc1SCC(=O)CC(=O)Nc1ccccc1OC	6	-19	nt	1	-2	-2	nt
Cc1cc(C2=NNC(=NC3CC3)SC2)c(C)n1Cc1ccco1	-6	nt	-4	nt	nt	nt	-6
CSCCC(NS(=O)(=O)c1ccc(C)c(C(=O)O)c1)C(=O)O (stereo not drawn)	-7	nt	2	nt	nt	nt	0
O=C(CSc1n[nH]c(=O)n1C1CC1)NCc1ccccc1Cl	-5	nt	-1	nt	nt	nt	2

Structures shown so far that have sulfur (ten):
SMILES	ARNT-TACC3 inh	miR-122 sensor	ERp5 block	Cneo AK release	esBAF inh	Statin myotox sup	SIRT5 block
CC(=O)c1ccc(S(=O)(=O)N2CCN(C(=O)CCC3CCCC3)CC2)cc1	-3	3	2	4	-2	0	2
Cc1ccc(SCCC(=O)NC(C)C)cc1	-5	-1	nt	1	8	2	nt
O=C1CSc2ccc(C(=O)NCCC3=CCCCC3)cc2N1	5	-4	nt	-1	50*	-21	nt
CCn1c(Cc2ccccc2)nnc1SCC(=O)Nc1nc2ccccc2s1	-4	-4	nt	2	6	-5	nt
O=C(NCc1ccccc1)C1CCCN(c2nc3ccsc3c(=O)s2)C1 (stereo not drawn)	-1	0	-6	nt	-6	1	-2
Cc1cc(C)nc(NS(=O)(=O)c2ccc(NC(=O)CSc3ncn[nH]3)cc2)n1	-5	0	-4	nt	nt	nt	-2
CCn1c(COc2cccc(C)c2)nnc1SCC(=O)CC(=O)Nc1ccccc1OC	6	-19	nt	1	-2	-2	nt
Cc1cc(C2=NNC(=NC3CC3)SC2)c(C)n1Cc1ccco1	-6	nt	-4	nt	nt	nt	-6
CSCCC(NS(=O)(=O)c1ccc(C)c(C(=O)O)c1)C(=O)O (stereo not drawn)	-7	nt	2	nt	nt	nt	0
O=C(CSc1n[nH]c(=O)n1C1CC1)NCc1ccccc1Cl	-5	nt	-1	nt	nt	nt	2

Following part
SMILES	ARNT-TACC3 inh	miR-122 sensor	ERp5 block	Cneo AK release	esBAF inh	Statin myotox sup	SIRT5 block
C[C@@H]1CN([C@H](C)CO)C(=O)c2cc(NC(=O)CCC(F)(F)F)ccc2O[C@H]1CN(C)C(=O)Nc1ccc(F)cc1	-8	-7[16.7 µM]	-5	-1	-5	-5	0
CCOC1=C2[C@H](c3ccc(CC)cc3)N(S(=O)(=O)c3ccc(C)cc3)C[C@H]2n2c(=O)n(-c3ccccc3)c(=O)n2C1	nt	26	10	-4	-2	-7	-11
Nc1ccccc1C(O)(Cc1ccccc1)c1ccccc1 (stereo not drawn)	0	4	4	-1	-10	-6	-1
CC(C)NC(=O)NCC[C@H]1CC[C@@H](NC(=O)Nc2ccccc2)[C@H](CO)O1	-4	-8[16.7 µM]	-2	18	-1	-2	0
CC(C)C(CO)NC(=O)CC(=O)NC(CO)C(C)C (stereo not drawn)	-11	1	-3	-1	-9	1	0
COCCNC(=O)C1(C)CCCN(C(=O)c2ccc(C)c(F)c2)C1 (stereo not drawn)	nt	-1	1	3	1	-9	2
O=C(Nc1nccs1)c1cc(-c2ccccc2)nc2ccccc12	-3	nt	-5	nt	nt	nt	1
CCOC(=O)N1CCC2CC1c1cc(Cl)ccc12 (stereo not drawn)	1	-5	-5	2	-2	-7	2
COc1ccc(NC(=O)Nc2ccc3c(c2)C(=O)N([C@@H](C)CO)C[C@@H](C)[C@@H](CN(C)C(=O)Nc2cccc4ccccc24)OCCCC[C@H](C)O3)cc1	-3	-2[16.7 µM]	-2	47	0	-1	2
CCn1ncc(Br)c1C(=O)Nc1nccs1	-2	-2	nt	-5	0	-4	nt
Cc1ccc(CN2C(=O)C(CC(C)C)Nc3ncnc(N4CCOCC4)c32)cc1 (stereo not drawn)	3	2&1	-3&-4	-3&0	3&-4	11&4	2
O=C(O)c1c2c(nc3ccccc13)/C(=C/c1ccc(OC(F)F)cc1)CCC2	nt	nt	0	4	59*	6	2
CCCNC(=O)Cn1c(=O)oc2ccccc21	3	-6	nt	0	-2	-1	nt
CCCCCc1ccc(OCCC[n+]2ccccc2)c(CCCCC)c1	6	nt	8	nt	nt	nt	1
Cc1ccccc1N=C1NC(=O)CS1	-8	nt	nt	2	-5	2	nt
Cc1ccc(C)c(NC(=O)c2cnccn2)c1	7	0	-2	-2	8	2	4
CCN(CC)CCNC(=O)c1ccc(NC(=O)c2ccc3c(c2)CCC3)cc1	-2	nt	4	1	15	-3	-2
COc1ccccc1S(=O)(=O)N[C@@H]1CC[C@H](CCNC(=O)C2CCCCC2)O[C@@H]1CO	3	nt	1	48	-4	-1	0
O=C(C[C@H]1CC[C@@H](NC(=O)CN2CCOCC2)[C@H](CO)O1)NC1CCCCC1	8	nt	9	-4	-1	7	3
CCCCc1nc(SCC(=O)Nc2nnc(CCCC)s2)n[nH]1	-5	nt	0	nt	nt	nt	0
COc1cc(/C=C2\SC(=S)N(NC(=O)c3cccc(O)c3)C2=O)ccc1O	14	nt	5	-3	3	1	5
CCCOc1ccc(NC(=O)CC2C(=O)N(C)C(=S)N2Cc2ccc3c(c2)OCO3)cc1 (stereo not drawn)	-5	nt	2	nt	nt	nt	2
CSCCC(C(=O)N(C)CC(=O)Nc1cccc(F)c1)N1C(=O)c2ccccc2C1=O (stereo not drawn)	nt	nt	5	1	2	-2	0
Cc1cnc(=O)[nH]c1SCc1ccc([N+](=O)[O-])cc1	3	1	-2	2	-1	3	-4

Another view of 5 compounds above.
| SMILES | ARNT-TACC3 inh | miR-122 sensor | ERp5 block | Cneo AK release | esBAF inh | Statin myotox sup | SIRT5 block |
| --- | --- | --- | --- | --- | --- | --- | --- |
| CCCCc1nc(SCC(=O)Nc2nnc(CCCC)s2)n[nH]1 | -5 | nt | 0 | nt | nt | nt | 0 |
| COc1cc(/C=C2\SC(=S)N(NC(=O)c3cccc(O)c3)C2=O)ccc1O | 14 | nt | 5 | -3 | 3 | 1 | 5 |
| CCCOc1ccc(NC(=O)CC2C(=O)N(C)C(=S)N2Cc2ccc3c(c2)OCO3)cc1 (stereo not drawn) | -5 | nt | 2 | nt | nt | nt | 2 |
| CSCCC(C(=O)N(C)CC(=O)Nc1cccc(F)c1)N1C(=O)c2ccccc2C1=O (stereo not drawn) | nt | nt | 5 | 1 | 2 | -2 | 0 |
| Cc1cnc(=O)[nH]c1SCc1ccc([N+](=O)[O-])cc1 | 3 | 1 | -2 | 2 | -1 | 3 | -4 |

Remaining list, next part
SMILES	ARNT-TACC3 inh	miR-122 sensor	ERp5 block	Cneo AK release	esBAF inh	Statin myotox sup	SIRT5 block
Cc1cccc(C(=O)Nc2scc(-c3ccc(Br)cc3)c2C(=O)O)c1	-3	7	4	-1	nt	nt	-3
CCC(=O)N[C@H]1C=C[C@@H](CC(=O)NCCN2CCCCC2)O[C@@H]1CO	-15	nt	2	-1	-2	4	-8
CC1Sc2ccc(S(=O)(=O)CCC(=O)N3CCc4ccccc43)cc2NC1=O (stereo not drawn)	-2	-4	-3	1	-2	-4	-3
NC(=O)CSc1nc2ccccc2c(=O)n1Cc1ccco1	2	-11	nt	0	-4	20	nt
C[C@@H]1CN([C@H](C)CO)C(=O)Cc2cc(NC(=O)Cc3ccccc3)ccc2O[C@@H]1CN(C)C(=O)Nc1ccccc1	-5	9[16.7 µM]	4	-2	-3	-2	-3
CCCc1nn(-c2ccccc2)c2c1C(c1cccs1)C(C#N)=C(N)O2 (stereo not drawn)	7	nt	3	nt	nt	nt	3
CCCCN(C(=O)c1cccc(-c2ccc(OC(C)=O)cc2)c1)c1c(N)n(CCC)c(=O)[nH]c1=O	-13	14	0	-2	-3	-7	-8
CN1C(=O)[C@H]2[C@@H](c3ccc(C(F)(F)F)cc3)N[C@]3(CCCN(Cc4ccc(Cl)cc4)C3=O)[C@H]2C1=O	nt	-13	-4	0	-3	7	nt
COc1cccc(NC(=O)CN(C)C(=O)CC(C)c2ccccc2)c1 (stereo not drawn)	-2	nt	4	1	-13	6	0
CC(C)(C)c1nnc2sc(SCC(=O)c3ccccc3)nn2c1=O	-3	-3	nt	3	-5	-4	nt
CCc1cc(=O)oc2cc(C)cc(OCC(=O)NCCCN3CCOCC3)c12	13	7	9	3	0	1	8
CC(=O)NC(Cc1ccccc1)C(=O)Oc1ccc2ccccc2c1 (stereo not drawn)	-2	nt	-2	-2	-5	4	nt
O=C(COC(=O)Cc1ccc(Br)cc1)NCc1ccc2c(c1)OCO2	-3	-3	5	nt	-1	11	-6

Bioassay records as filed in PubChem.
